PLK1 PBD block = PLK1 (human) polo-box domain binding inhibition; AID 720504; 360,000 tested, 2.8% active; Potency, µM, inactives show max response, negative = inhibition, most hits filed as inhibitors; Plk1 PBD binding of FITC phosphopeptide, fluorescence polarization; P53350; also: potency is read from the fitted curve at half-maximal effect; series mostly up to about 57 µM; % is scaled to controls: 0 for no effect and ±100 for the full control effect; nearly all actives have a fitted effect of over 65% in size
Target sequence (P53350 whole entry, looked up, the tested form may be a part): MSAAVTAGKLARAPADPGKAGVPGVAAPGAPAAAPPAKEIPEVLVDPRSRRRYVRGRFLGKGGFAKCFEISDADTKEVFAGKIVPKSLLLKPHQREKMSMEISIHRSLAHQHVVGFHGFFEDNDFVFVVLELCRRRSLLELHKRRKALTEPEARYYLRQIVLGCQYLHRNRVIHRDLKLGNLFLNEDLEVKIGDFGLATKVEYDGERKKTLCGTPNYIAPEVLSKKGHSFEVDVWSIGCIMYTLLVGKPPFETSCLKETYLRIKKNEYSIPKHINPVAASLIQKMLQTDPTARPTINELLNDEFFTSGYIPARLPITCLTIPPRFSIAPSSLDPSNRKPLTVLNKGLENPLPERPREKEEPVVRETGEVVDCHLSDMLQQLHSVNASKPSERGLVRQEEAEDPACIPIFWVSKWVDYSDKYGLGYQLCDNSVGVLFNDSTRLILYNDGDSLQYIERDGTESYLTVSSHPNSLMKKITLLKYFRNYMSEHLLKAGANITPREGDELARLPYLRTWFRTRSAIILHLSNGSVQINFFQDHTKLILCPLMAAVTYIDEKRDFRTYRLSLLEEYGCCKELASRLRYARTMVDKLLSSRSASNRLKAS
HEK293 tox = cytotoxicity in counter-screen for GLP-1R inverse agonists; 410,000 tested, 0.13% active; Potency, µM (highest dose often 38.3 µM), for the others: at the top dose activity change, negative = inhibition, usual class: inhibitors; AID 624418; HEK293 cAMP-luciferase reporter cells, luminescence, 24 h;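 also: loss of luciferase light is scored as toxicity; potency is read from the fitted curve at half-maximal effect; % is scaled to controls: 0 for no effect and ±100 for the full control effect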
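Seeding density was 200 cells/uL; after overnight-length (12 h) culture, 23 nL compounds went on for 24 h at 37 °C. Readout used a luciferase detection reagent, luminescence taken after 12 min at room temperature.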
DRD3 antagonist = antagonists of human D3 dopamine receptor; P35462; D3R cells, DiscoveRx beta-arrestin luminescence, antagonist mode; hits give low values; max response, negative = inhibition, %; AID 652054; 360,000 tested, 2.5% active; in the data active = max response below about -50%; inconclusive = no clear call, values can overlap the other calls; also: % is scaled to controls: 0 for no effect and ±100 for the full control effect; mostly tested at two doses, the higher about 12 µM
Target sequence (P35462 whole entry, looked up): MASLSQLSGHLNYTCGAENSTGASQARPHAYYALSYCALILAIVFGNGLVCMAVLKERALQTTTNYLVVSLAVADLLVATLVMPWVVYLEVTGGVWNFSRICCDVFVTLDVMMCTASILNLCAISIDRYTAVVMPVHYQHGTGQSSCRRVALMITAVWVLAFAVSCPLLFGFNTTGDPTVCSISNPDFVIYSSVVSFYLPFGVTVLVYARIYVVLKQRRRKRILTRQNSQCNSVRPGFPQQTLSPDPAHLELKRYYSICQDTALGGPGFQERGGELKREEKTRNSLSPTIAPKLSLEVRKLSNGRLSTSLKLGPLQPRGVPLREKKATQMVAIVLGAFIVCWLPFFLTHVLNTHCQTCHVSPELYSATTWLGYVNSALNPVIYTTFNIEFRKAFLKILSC
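Cells plated overnight at 1500 cells/well, then exposed to library compounds with dopamine controls for 90 minutes at 37 degrees C. DiscoveRx reagent added for 30–60 minutes at room temperature; luminescence read, quantitative HTS format.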
PI5P4Ka inh = blocks human PI5P4K alpha kinase activity | P48426 | PI5P4Kalpha enzyme, ADP-Glo luminescence, 60 min; hits give low values | max response, % | 330,000 tested, 1.2% active | AID 652105; active = max response of -50% or lower; inconclusive = between -30% and -50%; inactive = -30% or higher; also: value at the top dose of about 77 µM; % is scaled to controls: 0 for no effect and ±100 for the full control effect
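PI5P4Kalpha ADP-Glo assay; 5 microM ATP final; 60 min RT reaction; HEPES pH 7.4/EGTA/CHAPS, 5% DMSO; controls lacking substrate or enzyme; luminescent end-point.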
IL2 activator = activators of IL-2 | AID 652025 | activation, % (series mostly up to about 46 µM) | 360,000 tested, 0.065% active | IL-2 activation reporter assay, cell-based qHTS; stimulated with anti-CD3/CD4/CD28 beads; in transgenic mouse T cells; in the data active = activation above about 50%; inconclusive = mostly about 30% to 49%; also: 0% is about no effect
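EGFP and DsRed fluorescence is measured by plate cytometry in unstimulated transgenic mouse T cells exposed to compound for 60 minutes, then stimulated 18 hours at 37 degrees C with anti-CD3/anti-CD4 beads plus anti-CD28.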
WRN helicase inh = WRN helicase (human) inhibition. 360,000 tested, 0.46% active. AID 651768. Q14191. WRN helicase unwinding, fluorescent forked duplex, kinetic. Potency, µM (titrated, usually from 114 µM), inactives show at the top dose activity change, negative = inhibition, hits mostly inhibitors; also: potency is read from the fitted curve at half-maximal effect; % is scaled to controls: 0 for no effect and ±100 for the full control effect; nearly all actives have a fitted effect of over 55% in size
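Enzyme (20 nM final) and test compound sit together 15 min at room temperature before substrate addition. Substrate is a single-forked duplex oligonucleotide (100 nM) labelled with fluorophore and quencher, with 2 mM ATP; helicase unwinding raises red fluorescence, read kinetically.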
GLP1R inv ag = inverse agonists of human GLP-1 receptor. 410,000 tested, 1.6% active. Potency, µM (doses to about 38.3 µM), inactives show top-dose activity change, negative = inhibition, usual class: inhibitors. HEK293 GLP-1R CRE-luciferase, luminescence, 24 h; GLP-1R form is constitutively active. AID 624417. P43220; also: potency is read from the fitted curve at half-maximal effect; % is scaled to controls: 0 for no effect and ±100 for the full control effect; nearly all actives have a fitted effect of over 55% in size
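Readout was luciferase luminescence, measured 12 min after detection reagent at room temperature. Beforehand, GLP-1R reporter HEK293 cells had sat 12 h, then received compounds for 24 hr at 37 deg C.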
DRD3 agonist = D3 dopamine receptor (human) agonism | P35462 | D3R DiscoveRx beta-arrestin cells, luminescence, 90 min | max activation, % | 410,000 tested, 0.58% active | AID 652048; in the data active = max activation above about 30%; also: 0% is about no effect; mostly tested at two doses, the higher about 12 µM
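Agonist-mode cell screen: cells plated at 1500/well and incubated overnight at 37 °C, then exposed to library compounds for 90 min at 37 °C. Detection reagent was added for 30–60 min at room temperature, and luminescence was read.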
GLP-1R agonist = activates the human GLP-1 receptor; P43220; HEK293 GLP-1R CRE-luciferase, luminescence, 4-6 h; cells express a hypersensitive GLP-1R form; Potency, µM (top dose mostly 45.6 µM), for inactives: at the top dose activation, most hits filed as activators; 380,000 tested, 0.007% active; also: potency is read from the fitted curve at half-maximal effect; % of control where 0% means no effect
Numbers without * were called inactive; ? = inconclusive; nt = no result given; & = joins results of further samples; [ ] = remark or other dose. Unless noted, calls follow the shape of the dose curve; as a rule, active = well fitted curve in the direction sought with a large enough effect; inconclusive = small, poorly fitted or top-dose-only effect, or another doubt; inactive = no such curve, though single readings can be large; an effect the other way counts as inactive or inconclusive.

Every second line gives: WRN helicase inh | IL2 activator | GLP1R inv ag | GLP-1R agonist | HEK293 tox | PLK1 PBD block | DRD3 antagonist | PI5P4Ka inh | DRD3 agonist
COC(=O)c1cn(CC(=O)Nc2ccc(OC)cc2)c2ccccc12
    4% | -0.2 | 4% | -1% | -9% | 1% | -22 | -8 | -7
Nc1nnc(N2CCCCCC2)s1
    0% | -0.5 | 4% | 1% | -14% | -12% | 5 | -9 | 3
Cc1ccc(S(=O)(=O)N2c3ccccc3CC2C)cc1 (centres undefined)
    -9% | 0.1 | ? | 13% | -24% | -10% | -29 | 2 | -6
COc1ccccc1S(=O)(=O)N[C@@H]1CC[C@@H](CCn2cc(C3CC3)nn2)O[C@@H]1CO
    7% | -0.1 | 21% | nt | 2% | -1% | 4 | 0 | -3
O=C(Nc1ccccc1)OCCCCOC(=O)Nc1ccccc1
    -15% | -0.1 | -7% | -7% | -2% | 0% | -7 | 1 | 0
Cc1cccc2cc(C(c3nnnn3Cc3ccc4c(c3)OCO4)N3CCCC3)c(=O)[nH]c12 (centres undefined)
    -1% | -0.8 | 0% | -3% | -10% | -10% | -51* | -14 | 12
O=C(c1ccc2c(c1)OCO2)N1CCNc2ccccc2C1
    -6% | -0.7 | -2% | 4% | 6% | -2% | ? | -5 | 8
CCOc1c2ccc(C(=O)NCCc3cccs3)cc2nn1CC
    -3% | -3.0 | -8% | 3% | 5% | -2% | 1 | -4 | -25
COc1cc(C2NC(=O)NC(C)=C2C(=O)OC(C)C)ccc1OC(=O)c1ccco1 (centres undefined)
    -9% | 0.5 | 10% | 8% | -4% | -2% | 7 | nt | -2
COc1cc(-c2ccc(NC(C)=O)c(OC)c2)ccc1NC(C)=O
    -5% | 1.1 | 4% | 7% | -10% | 3% | 0 | 1 | 2
Cc1cc(Cl)cc2sc(=S)[nH]c12
    -9% | -0.1 | 49%[activator] | 4% | ? | 13µM* | 2 | ? | 11
CN1C(=O)C(=O)/C(=C(/O)c2ccc(Br)cc2)C1c1ccc(F)cc1 (centres undefined)
    4% | -0.1 | 13% | -1% | -25% | 2% | 6 | -2 | 5
Cc1c(CCC(=O)O)c(=O)oc2c(C)c(OCc3ccccc3Cl)ccc12
    -23%[11.6 µM] | 0.2 | 4% | 2% | -4% | -25% | -21 | 2 | 5
O=C1CCC(C(=O)OCc2cc(Cl)ccc2OC(F)F)N1 (centres undefined)
    14% | -3.2 | 6% | 0% | -7% | 27µM* | ? | -11 | -1
COc1ccc(NC(=O)c2cccc(Oc3ccccc3)c2)cn1
    -4% | -4.8 | -28% | 15% | -27% | 1% | 9 | 7 | 6
CC(C)c1ccc(N2C(=O)C3C4C=CC(CC4)C3C2=O)cc1 (centres undefined)
    4% | 2.2 | ? | 17% | -2% | -9% | -10 | 15 | 1
COc1ccc(S(=O)(=O)N(NC2=NS(=O)(=O)c3ccccc32)C(=O)C(C)C)cc1
    -1% | 0.9 | 14% | -2% | 5% | -5% | 5 | 0 | 0
Cc1ccsc1/C=N/Nc1ccc(Cl)nn1
    0% | -0.3 | 44%[activator] | -6% | 1% | 3% | 41 | -1 | 2
COc1cccc(N2CCN(c3ccc4nnc(CCC(=O)Nc5ccc(C)cn5)n4n3)CC2)c1
    4%[57.1 µM] | 0.7 | 3% | 3% | 1% | -12% | -10 | -7 | 8
Nc1ccn(Cc2cccc(F)c2)n1
    0% | 1.5 | -7% | -7% | 2% | 3% | 1 | 4 | 1
CCOc1ccc(NC(=S)c2ccncc2)cc1
    2% | -0.2 | 9% | 7% | -15% | -19% | -3 | 1 | 4
CC(C)C(NS(=O)(=O)c1ccc2c(c1)oc(=O)n2C)C(=O)N1CCN(Cc2ccccc2)CC1 (centres undefined)
    3% | -1.1 | 11% | 0% | 0% | -4% | -13 | -6 | 5
CCN(CC(=O)NCc1ccc(Cl)cc1)C(=O)c1cc(S(=O)(=O)NCc2ccccc2)ccc1C
    -30% | -2.1 | ? | 1% | -10% | -5% | 22 | -5 | 12
O=[N+]([O-])c1ccc2oc(-c3ccccc3)nc2c1
    5% | 0.2 | 10% | 4% | 4% | -7% | -8 | 8 | -2
COc1cc(/C=N/n2cnnc2)ccc1OCc1ccc(C)cc1
    -3% | -0.4 | 27% | 16% | -10% | -7% | -27 | 4 | -9
Cc1cc(/C=C2/NC(=O)NC2=O)c(C)n1-c1ccc(N2CCOCC2)cc1
    6% | -2.8 | 65%[activator] | 23% | 6% | -20% | -5 | 1 | 4
Cc1ccc(NC(=O)C(Cc2ccccc2)NS(=O)(=O)c2ccc3c(c2)c(=O)n(C)c(=O)n3C)cc1 (centres undefined)
    nt | nt | 3% | 0% | 2% | nt | nt | nt | -11
CC(C)CC(=O)C(=O)O
    2%&4% | 0.0&0.2 | 3%&4% | -4%&2% | -1%&0% | 3%&-3% | 21&11 | -3&0 | 5&12
CC(OC(=O)c1ccc([N+](=O)[O-])o1)C(=O)NC1CCCCC1C (centres undefined)
    6% | 0.4 | 14% | -4% | 10% | -24% | -8 | -4 | 1
O=[n+]1c2c(n([O-])c3c1CCCC3)CCCC2
    -2% | 1.7 | 0% | -6% | -11% | -2% | 18 | nt | 5

Entries shown so far containing two or more sulfur atoms (two):
Every second line gives: WRN helicase inh | IL2 activator | GLP1R inv ag | GLP-1R agonist | HEK293 tox | PLK1 PBD block | DRD3 antagonist | PI5P4Ka inh | DRD3 agonist
Cc1cc(Cl)cc2sc(=S)[nH]c12
    -9% | -0.1 | 49%[activator] | 4% | ? | 13µM* | 2 | ? | 11
COc1ccc(S(=O)(=O)N(NC2=NS(=O)(=O)c3ccccc32)C(=O)C(C)C)cc1
    -1% | 0.9 | 14% | -2% | 5% | -5% | 5 | 0 | 0

Later entries
Every second line gives: WRN helicase inh | IL2 activator | GLP1R inv ag | GLP-1R agonist | HEK293 tox | PLK1 PBD block | DRD3 antagonist | PI5P4Ka inh | DRD3 agonist
COc1cc(-c2[nH]ncc2CN2CCN(c3cccc(C)n3)CC2)cc(OC)c1OC
    -3% | -1.1 | -18% | 3% | -7% | -2% | 10 | 1 | 13
CC(C)(C)NC(=O)Cn1c(=O)oc2cc(S(=O)(=O)N3CCc4ccccc43)ccc21
    2% | -0.7 | ? | -1% | 0% | -30% | -1 | -1 | -5
N#Cc1ccccc1S(=O)(=O)N1CCN(CC(=O)NCC2(N3CCOCC3)CCCCC2)CC1
    12% | 1.9 | 3% | 9% | ? | -4% | 2 | 3 | -2
COc1ccc2c(c1)C(=O)OC2CC(=O)O (centres undefined)
    0% | 5.6 | -10% | -9% | -2% | 2% | 18 | -5 | 6
O=C(NCCCN1CCOCC1)C(C(=O)c1ccccc1)n1ccccc1=O (centres undefined)
    3% | -2.9 | 0% | -10% | 1% | -6% | 33 | nt | -1
COc1ccccc1NC(=O)C(C)NS(=O)(=O)c1ccccc1 (centres undefined)
    -3% | 1.1 | -21% | 2% | 2% | -14% | 3 | -13 | 4
O=C(c1ccc(F)cc1)C1CCN(Cc2ccccc2F)CC1
    -1% | 2.7 | ? | -4% | 4% | -4% | -112* | 2 | -5
COc1ccc(OC(=O)c2cc(S(=O)(=O)N3CCCC3)ccc2Cl)cc1
    19% | 0.5 | -25% | 2% | 33%[activator] | -10% | -21 | nt | -22
O=C(c1cccc(Br)c1)c1coc2ccc(O)cc12
    -7% | -0.1 | ? | 5% | -6% | -9% | -9 | -1 | -2
COc1ccccc1NC(=O)c1ccc(NC(=O)c2ccco2)cc1
    -3% | 0.2 | -5% | 9% | -8% | -11% | 5 | -4 | -4
O=C(CCNS(=O)(=O)c1ccccc1C(F)(F)F)NCC(c1ccco1)N1CCCCC1 (centres undefined)
    0% | -0.1 | ? | 3% | -4% | 8% | -21 | 2 | -25
Cc1cc(C)nc(Sc2ccc3nnnn3n2)n1
    11% | -2.2 | 1% | -8% | 6% | -8% | ? | nt | 1
CCCCSc1nc2sc3c(c2c(=O)n1-c1ccc(C)cc1)CCN(C)C3
    6% | -8.9 | ? | 8% | -11% | -5% | -7 | -1 | -20
COc1ccccc1-c1cnc(C(O)c2cc(C)c(OC)c(C)c2)[nH]1 (centres undefined)
    12%[57.1 µM] | -0.1 | ? | -1% | -19% | 0% | -1 | 6 | -9
Cc1ccc(/C=C2/SC(=S)N(c3ccc(S(=O)(=O)Nc4nccs4)cc3)C2=O)cc1
    ? | -1.8 | 18% | -1% | 4% | ? | ? | -68* | 3
c1ccc(Sc2ncnc3ccccc23)cc1
    5% | -1.6 | ? | 7% | -20% | -13% | -1 | 10 | 2
CCC(C)(C)NC(=O)C(c1cccc(OC)c1OC)N(C(=O)CCC(=O)Nc1cc(C)on1)c1ccc2c(c1)OCCO2 (centres undefined)
    -4% | 2.2 | -8% | -1% | -9% | 4% | 2 | -4 | -1
COCC(=O)Nc1nc2ccc(C)cc2s1
    3% | -1.3 | ? | -4% | -7% | -6% | 5 | 1 | -5
C[C@H](CO)N1C[C@H](C)[C@@H](CN(C)C(=O)Nc2cc(F)ccc2F)Oc2ncc(-c3cccc(F)c3)cc2C1=O
    3% | -4.2 | -14% | 2% | -6% | -7% | ? | -1 | -13
Cc1ccc(NC(=O)N2CCC(C(=O)Nc3ccc(C)cc3C)CC2)cc1
    -1% | 3.8 | 11% | -10% | -17% | -4% | 18 | 0 | 4
O=C(Oc1nsnc1N1CCCCC1)N1CCOCC1
    8% | -1.5 | -6% | 2% | -3% | -7% | -9 | -1 | -3

Taken from the listing for reference:
Every second line gives: WRN helicase inh | IL2 activator | GLP1R inv ag | GLP-1R agonist | HEK293 tox | PLK1 PBD block | DRD3 antagonist | PI5P4Ka inh | DRD3 agonist
C[C@H](CO)N1C[C@H](C)[C@@H](CN(C)C(=O)Nc2cc(F)ccc2F)Oc2ncc(-c3cccc(F)c3)cc2C1=O
    3% | -4.2 | -14% | 2% | -6% | -7% | ? | -1 | -13
Cc1ccc(NC(=O)N2CCC(C(=O)Nc3ccc(C)cc3C)CC2)cc1
    -1% | 3.8 | 11% | -10% | -17% | -4% | 18 | 0 | 4
O=C(Oc1nsnc1N1CCCCC1)N1CCOCC1
    8% | -1.5 | -6% | 2% | -3% | -7% | -9 | -1 | -3

Screening data from PubChem.
